# TEAD-YAP block: TEAD-YAP interaction inhibition; HEK-TIYL cells, TEAD-Gal4/YAP UAS-luciferase luminescence; inhibition, % at 9.12 µM; 1.4% of 640,000 active; AID 1259422; in the data active = inhibition above about 32%;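 note: 0% = median of test compound wells and 100% = reference inhibitor wells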
# FBW7 act: human FBW7 E3 ligase activation, primary screen | AlphaScreen FBW7–phospho-cyclin E peptide binding, activator screen | normalized activity (activation), % at 26.1 µM | 0.13% of 650,000 active | AID 1259310; in the data active = normalized activity above about 1.9%;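 note: purified mutant Fbw7 with reduced substrate affinity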
# Target sequence (Q969H0 whole entry, looked up): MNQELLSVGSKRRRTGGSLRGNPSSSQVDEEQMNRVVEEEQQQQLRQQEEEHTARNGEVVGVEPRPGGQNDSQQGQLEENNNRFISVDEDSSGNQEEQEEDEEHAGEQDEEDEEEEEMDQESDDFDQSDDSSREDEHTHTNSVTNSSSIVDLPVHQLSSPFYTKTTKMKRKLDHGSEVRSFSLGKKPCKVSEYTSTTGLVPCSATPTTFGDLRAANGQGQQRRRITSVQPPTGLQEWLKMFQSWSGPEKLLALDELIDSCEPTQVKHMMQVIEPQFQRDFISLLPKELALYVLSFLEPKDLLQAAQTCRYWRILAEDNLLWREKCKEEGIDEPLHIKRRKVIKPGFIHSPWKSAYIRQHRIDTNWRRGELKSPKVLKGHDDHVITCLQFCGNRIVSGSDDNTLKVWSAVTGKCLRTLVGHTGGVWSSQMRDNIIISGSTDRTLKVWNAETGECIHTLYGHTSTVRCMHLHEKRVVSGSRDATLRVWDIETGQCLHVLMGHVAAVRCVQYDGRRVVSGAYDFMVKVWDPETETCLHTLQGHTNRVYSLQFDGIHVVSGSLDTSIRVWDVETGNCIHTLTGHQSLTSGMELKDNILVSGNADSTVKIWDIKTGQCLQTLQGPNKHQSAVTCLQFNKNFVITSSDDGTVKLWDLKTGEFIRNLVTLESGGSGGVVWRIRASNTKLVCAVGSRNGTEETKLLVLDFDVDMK
# MITF primary: inhibitors of human MITF | O75030 | AlphaScreen MITF homodimerization, bead proximity signal | inhibition, % at 2.6 µM | 0.91% of 650,000 active | AID 1259374; in the data active = inhibition above about 50%;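 note: 0% = vehicle wells with protein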
# GPR151 ag: activates the human receptor GPR151; Q8TDV0; activation, % at 11.2 µM; PathHunter beta-arrestin GPR151 cells, luminescence; 1% of 650,000 active; AID 1508602; in the data active = activation above about 4.9%;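 note: 0% = median of compound wells and 100% = cells with positive control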
# Target sequence (Q8TDV0 whole entry, looked up): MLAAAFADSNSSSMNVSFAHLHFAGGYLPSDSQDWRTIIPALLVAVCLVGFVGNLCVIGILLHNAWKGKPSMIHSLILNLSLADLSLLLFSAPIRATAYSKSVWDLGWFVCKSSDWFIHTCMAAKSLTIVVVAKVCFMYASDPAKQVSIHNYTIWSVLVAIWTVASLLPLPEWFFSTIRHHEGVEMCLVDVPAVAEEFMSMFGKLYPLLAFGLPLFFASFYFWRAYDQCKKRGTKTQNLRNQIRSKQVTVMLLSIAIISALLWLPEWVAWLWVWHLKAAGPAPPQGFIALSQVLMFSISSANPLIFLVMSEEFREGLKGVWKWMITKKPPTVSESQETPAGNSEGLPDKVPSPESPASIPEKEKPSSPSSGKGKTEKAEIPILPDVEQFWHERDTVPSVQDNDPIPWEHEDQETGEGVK
# * marks the source's active call; other numbers are inactive results.
# Fields: TEAD-YAP block	FBW7 act	MITF primary	GPR151 ag
- Cc1cc(C)cc(CN2CCc3nnc(C(NC(=O)c4ccoc4)C(C)C)n3CC2)c1 (stereo not given)
    4	0.2	3	0.5
- C#CCOCC1CCN(C(=O)Nc2cccc(OC)c2OC)CC1
    -12	-0.1	4	-1.1
- O=C(CNC(=O)c1cccs1)OCC(=O)c1ccc(Cl)cc1
    6	0.0	0	-0.6
- Cn1cc(-c2cnn3c(NCc4ccc(F)cc4)ccnc23)cn1
    -50	-0.1	-4	-0.3
- COC(=O)c1ccc(CN2CCN(Cc3ccc(C)o3)C(CCO)C2)cc1 (stereo not given)
    0	-0.1	-2	0.0
- CCOc1ccc(/C=C2\SC(=Nc3ccccc3)N(C3CCCCC3)C2=O)cc1OC
    -5	-0.1	5	0.5
- O=C(NCCc1ccco1)C1CC(CCc2ccccc2)=NO1 (stereo not given)
    -31	0.0	-14	0.3
- CO/N=C(/C(=O)N[C@@H]1C(=O)N2C(C(=O)O)=C(COC(C)=O)CS[C@H]12)c1csc(N)n1
    2	-0.1	23	-0.3
- O=C(NCc1ccccc1)C(c1ccco1)N(C(=O)c1csnn1)c1ccc(F)cc1 (stereo not given)
    2	0.5	20	-0.2
- COc1cc(C(=S)N2CCOCC2)ccc1OC(=O)/C=C/c1ccco1
    -2	0.0	14	1.0
- Cn1ccnc1SCc1cc(=O)c(OC(=O)c2ccc3ccccc3c2)co1
    -3	-0.8	3	-0.2
- COc1ccccc1OC(=O)c1cccc(N2C(=O)C3C4C=CC(C4)C3C2=O)c1 (stereo not given)
    5	0.0	9	-0.4
- COc1cc(Cl)c(C)cc1N1C(=O)CN(Cc2sccc2C)C1=S
    -4	0.1	15	-0.8
- Cc1nnc(SCC(=O)Nc2ccc3nc(SCC(=O)Nc4ccc(C)c(Cl)c4)sc3c2)s1
    5	0.1	6	2.9
- Cc1ccc(NC(NC(=O)c2cccs2)C(=O)c2ccccc2)c(C)c1 (stereo not given)
    -3	0.1	12	-1.2
- Cc1c(C(=O)N2CC(C)CC(C)C2)sc2ncn(CC(=O)N3CCCCC3C)c(=O)c12 (stereo not given)
    2	-0.1	-8	0.7
- CCOC(=O)c1c(NC(=O)C(C)(C)C)n[nH]c1N
    -1	0.1	7	-1.1
- COc1ccc2c(CNCC3CCCO3)c(C(=O)O)n(C)c2c1 (stereo not given)
    3	0.0	8	1.3
- Fc1ccc(Nc2nc(=S)[nH]c3ccccc23)cc1
    -1	-0.1	6	-0.1
- CC(=O)Nc1cccc(O)c1
    0	-0.1	1	4.6
- CCOC(=O)c1ccc(NC(=O)NCCc2ccccc2OC)cc1
    2	-0.1	16	0.4
- O=C(NCc1cccs1)C1CC12CCN(Cc1cccn1-c1cccnc1)CC2 (stereo not given)
    -5	0.1	7	0.4
- CC12c3ccccc3C(c3ccccc31)C1C(=O)N(c3cc([N+](=O)[O-])ccc3Cl)C(=O)C12 (stereo not given)
    -5	-0.3	3	0.5
- COC(=O)c1ccc2nc(-c3ccc(F)cc3)cn2c1
    42*	0.0	3	-8.5
- Cc1cc(S(=O)(=O)N2CCCC2)ccc1-n1cnnn1
    14	-0.1	1	0.4
- COc1ccc(C(=O)Nc2ccc3oc4ccc(NC(=O)c5ccc(OC)cc5)cc4c(=O)c3c2)cc1
    0	0.0	9	0.0
- Cc1cccc(C)c1NC(=O)CS(=O)CC(=O)Nc1ccc(N2CCOCC2)cc1 (stereo not given)
    -1	0.1	-2	1.1
- NC(=O)c1nc(-c2cccnc2)nc2c1[nH]c(=O)n2-c1cccc(Cl)c1
    -1	0.8	5	-0.9
- CCOC(=O)c1ccccc1NC(=O)COc1cccc2c(=O)n(CCOC)ccc12
    4	0.0	20	-0.9
- CCOC(=O)N1CCN(C(=O)CN(Cc2ccc(Cl)cc2Cl)S(=O)(=O)c2ccccc2)CC1
    3	0.0	-7	0.1
- O=C(CCc1nnc(Cc2ccc(-c3ccccc3)cc2)o1)NCC1CC1
    -7	0.1	1	-0.3
- CC(C(=O)Nc1ccncc1)(c1ccccc1)c1ccccc1
    -15	-0.2	-1	2.0
- CCC(C)NP1(=O)C=C(c2ccccc2)SC(c2ccccc2)=C1 (stereo not given)
    1	-0.2	-7	-0.1
- COc1ccc(-c2cnn3c(NCc4ccc(F)cc4)ccnc23)c(OC)c1
    7	-0.2	-2	-1.0
- CC(=O)CSc1nnc(Nc2ccccc2F)s1
    -26	-0.2	7	-7.2
- Cc1ccccc1C(=O)Nc1cc(Cl)ccc1N1CCOCC1
    4	-0.2	-7	1.7
- Cc1cc(C)c(NC(=O)C2CC(=O)N(c3ccc(Cl)cc3)C2)c(C)c1 (stereo not given)
    10	0.1	14	0.4
- COc1ccc(-c2noc(=O)n2CC(=O)Nc2ccccc2C)cc1
    12	0.1	1	0.3
- COc1cccc(NC(=O)c2c(OC)cccc2OC)c1
    -2	0.0	5	1.1
- COc1ccc(OCC(=O)N/N=C/c2cccc([N+](=O)[O-])c2)c(Br)c1
    2	0.0	11	0.8
- CCOC(=O)C1=C(C)N=C2SCCC(=O)N2C1c1ccccc1Br (stereo not given)
    6	-0.4	1	1.1
- c1ccc2sc(-c3cnc4ccc(NCC5CC5)nn34)cc2c1
    2	1.7	4	-0.4
- CCCCCCOc1ccc(NC(=O)C2CC(=O)N(CC)C(=Nc3ccc(OC)cc3)S2)cc1 (stereo not given)
    -6	0.1	3	0.4
- CN(C)CCCNC(=O)Cc1ccc([N+](=O)[O-])cc1
    1	0.1	13	0.5
- CCCCOc1cccc(C(=O)Nc2cc3nn(-c4ccc(Cl)cc4)nc3cc2C)c1
    1	0.2	8	-1.5
- CC(=O)Oc1ccc2c3c(c(=O)oc2c1OC(C)=O)CCCC3
    -13	0.0	11	0.0
- CCCCOc1ccc(C(=O)OCC(=O)c2ccc([N+](=O)[O-])cc2)cc1
    -8	-0.3	-4	-1.5
- O=C(NCCCNc1ccc([N+](=O)[O-])cc1)C(c1ccccc1)c1ccccc1
    -3	-0.1	11	-0.6
- CC(=O)N(C1=C(NCCO)C(=O)c2ccccc2C1=O)c1cccc(Br)c1
    86*	0.0	0	-4.0
- CCC(=O)N1CCc2cc(S(=O)(=O)NC(C(=O)NCc3ccco3)C(C)C)ccc21 (stereo not given)
    3	-0.3	-4	-0.6

# Entries of single compounds, looked up by structure:
# `CCOC(=O)C1=C(C)N=C2SCCC(=O)N2C1c1ccccc1Br` (stereo not given) across the screens: TEAD-YAP block = 6; FBW7 act = -0.4; MITF primary = 1; GPR151 ag = 1.1
# `CCCCOc1cccc(C(=O)Nc2cc3nn(-c4ccc(Cl)cc4)nc3cc2C)c1` across the screens: TEAD-YAP block = 1; FBW7 act = 0.2; MITF primary = 8; GPR151 ag = -1.5

# The list continues.
# Fields: TEAD-YAP block	FBW7 act	MITF primary	GPR151 ag
- Cc1ccc(COc2ccc3oc(C)c(C(=O)OC(C)C)c3c2)cc1
    3	0.1	0	-2.3
- CCc1ccc(C2NC(=O)NC(C)=C2C(=O)N(C)C)cc1 (stereo not given)
    1	0.4	3	-1.0
- O=C(Cc1ccc(Br)cc1)NCCN1CCOCC1
    12	0.1	9	-0.2
- CCc1ccc(OCC(=O)NCc2cccc3ccccc23)cc1
    3	-0.1	11	-0.6
- CC(C)(C)NC(=O)Cn1c(SCC(=O)c2ccc3c(c2)OCCO3)nc2ccccc21
    -2	-0.2	-2	-0.9
- COCCCNC(=O)c1sc2ncn(Cc3ccccc3Cl)c(=O)c2c1C
    -1	0.1	5	-0.7
- O=C(CSc1nccc(=O)[nH]1)C12CC3CC(CC(C3)C1)C2
    7	0.0	14	2.1
- CCC(C)(C)C1CCC2(CC1)NC(=S)N(c1cccc(C)c1C)N2 (stereo not given)
    2	0.0	16	0.6
- CC1(C)C(=O)Nc2ccccc2N1C(=O)COC(=O)c1ccc(O)cc1O
    5	0.0	40	-1.8
- O=C(CSc1nnnn1-c1ccccc1)Nc1nc2ccc(Br)cc2s1
    5	0.2	9	-0.9
- COc1ccc(/C(O)=C2/C(=O)C(=O)N(CCCO)C2c2ccc(OC)cc2)cc1 (stereo not given)
    0	1.6	28	-0.8
- COc1ccc2c(c1)CC(c1nc(Nc3ccc4[nH]ncc4c3)c3cc(OC)ccc3n1)CO2 (stereo not given)
    -6	-0.5	10	0.3
- CC(C(=O)Nc1ccc(I)cc1)(C(F)(F)F)C(F)(F)F
    4	0.2	14	-0.5
- Cc1onc(-c2ccccc2)c1C1=N/C(=C\c2cc(Br)cs2)C(=O)O1
    3	0.0	2	-0.5
- CCOc1ccc(NC(=O)/C(C#N)=C\c2cn(CC(=O)O)c3ccccc23)cc1
    12	-0.1	-1	0.9
- O=C(NC1CC1)c1ccc(-c2nc(Nc3ccccc3)c3[nH]cnc3n2)cc1
    -6	0.0	3	0.4
- COc1ccccc1Nc1nc(-c2cc3ccccc3oc2=O)cs1
    43*	0.5	13	0.0
- CCCCc1nc2sc3c(N4CCOCC4)ncnc3c2c2c1COC(C)(C)C2
    2	0.3	4	1.7
- Cc1ccc(C(=O)O)c(C(=O)Nc2sc3c(c2C#N)CCCC3)c1
    5	0.1	8	-1.6
- O=C(Nc1ccc(Br)cc1F)C1CCCN(S(=O)(=O)c2cnc[nH]2)C1 (stereo not given)
    -1	-0.1	-23	0.3

# The closing 3 entries of the part above are carried over, then new ones follow.
# Fields: TEAD-YAP block	FBW7 act	MITF primary	GPR151 ag
- CCCCc1nc2sc3c(N4CCOCC4)ncnc3c2c2c1COC(C)(C)C2
    2	0.3	4	1.7
- Cc1ccc(C(=O)O)c(C(=O)Nc2sc3c(c2C#N)CCCC3)c1
    5	0.1	8	-1.6
- O=C(Nc1ccc(Br)cc1F)C1CCCN(S(=O)(=O)c2cnc[nH]2)C1 (stereo not given)
    -1	-0.1	-23	0.3
- COc1cc(C(=S)N2CCOCC2)ccc1OC(=O)c1ccc(Cl)cc1
    0	-0.1	21	-0.5
- O=C1S/C(=C\c2ccsc2)C(=O)N1c1ccccc1
    -14	-0.1	0	2.2
- CCNc1ccc(N2CCC(C(=O)NCCN3CCOCC3)CC2)nn1
    8	0.0	8	1.3
- COc1ccc(C2CC(c3ccccc3Cl)n3nnnc3N2)cc1 (stereo not given)
    1	-0.1	-1	0.1
- COc1nc(NCc2cccnc2)nc(-c2c(C)nn(C)c2C)n1
    -4	0.0	20	1.0
- CCC(C)NC(=O)c1cnn2c(C(F)(F)F)cc(-c3cccs3)nc12 (stereo not given)
    -13	0.1	7	-0.9
- O=C(C1CC=CCC1)N1CCCC1c1nc(-c2ccncc2)n[nH]1 (stereo not given)
    2	-0.2	-11	-0.2
- Cc1ccc(NC(=O)C(=O)NCCc2ccc(F)cc2)c(C)c1
    4	0.5	9	-0.2
- O=C(/C=C/c1ccccc1)NCCN1CCOCC1
    -4	0.2	18	-1.1
- Cc1ccc(NC(=O)CN2C(=O)C3C4C=CC(C4)C3C2=O)cc1 (stereo not given)
    1	0.1	4	-1.1

# Part of the list above in a different format:
CCC(C)NC(=O)c1cnn2c(C(F)(F)F)cc(-c3cccs3)nc12 (stereo not given)
- TEAD-YAP block: -13
- FBW7 act: 0.1
- MITF primary: 7
- GPR151 ag: -0.9
O=C(C1CC=CCC1)N1CCCC1c1nc(-c2ccncc2)n[nH]1 (stereo not given)
- TEAD-YAP block: 2
- FBW7 act: -0.2
- MITF primary: -11
- GPR151 ag: -0.2

# Continued.
# Fields: TEAD-YAP block	FBW7 act	MITF primary	GPR151 ag
- Cc1c(Cl)cccc1NC(=O)CN1N=NC2C(=O)N(c3ccc(Cl)cc3)C(=O)C21 (stereo not given)
    19	0.0	-6	0.0
- CC(=O)c1cccc(NC(=O)NC2CC(=O)N(c3ccc(F)cc3)C2)c1 (stereo not given)
    8	0.2	2	0.5
- COC(=O)C1=C(C)N(C)C(=S)NC1c1ccccc1OC (stereo not given)
    3	-0.3	-3	-0.8
- COc1ccc(C(=O)Nc2cccc(-n3c(C)nc4ncccc4c3=O)c2)cc1OC
    -6	0.0	17	2.1
- CN1C(=O)CS/C1=C\C(=O)c1ccc(Cl)cc1
    -26	-0.1	-17	-2.7
- Cc1cc(NC(=O)CSc2nc3c(c(=O)n2-c2ccc(Br)cc2)SCC3)no1
    -9	0.2	-5	0.8
- Cc1c(C(=O)NCc2ccccn2)oc2c1C(=O)CC(C)(C)C2
    0	0.2	10	0.9
- Nc1ncnc(N/N=C/c2ccccn2)c1[N+](=O)[O-]
    -16	-0.9	21	-1.1
- CC1CCN(C(=O)Cn2ncc3c(Cl)cccc32)CC1
    -11	0.1	11	-0.9
- Cc1nc2sccn2c(=O)c1Br
    3	0.0	3	3.5
- COc1ccccc1N1CCN(C(=O)c2cc3n(n2)C(C(F)(F)F)CC(c2ccc(Cl)cc2)N3)CC1 (stereo not given)
    -11	0.0	23	1.1
- COc1ccc(-c2nc3cc(C(F)(F)F)cc(Cl)c3nc2-c2ccc(OC)cc2)cc1
    8	0.1	12	0.4
- O=[N+]([O-])c1ccc(C(O)CSc2ncnc3nc[nH]c23)cc1 (stereo not given)
    13	-0.1	3	0.6
- Clc1ccc(-n2cc(-c3ccccc3)c3c(N4CCN(Cc5ccccc5)CC4)ncnc32)cc1
    13	0.0	6	0.0
- Cc1ccc(CNC(=O)CSc2nc3ncccc3[nH]2)cc1
    -5	-0.1	1	2.1
- CC(=O)NC(c1ccccc1)c1c(OC(C)=O)ccc2ccccc12 (stereo not given)
    2	-0.2	-6	0.8
- O=C(Nc1ccccc1Br)C1CC(=O)N(c2cccc([N+](=O)[O-])c2)C1 (stereo not given)
    -3	0.0	-12	0.6
- Cc1cc(C2=NNC(=NC3CC3)SC2)c(C)n1-c1c(C)n(C)n(-c2ccccc2)c1=O
    8	0.4	5	-1.5

# Screens: PubChem BioAssay, The Scripps Research Institute Molecular Screening Center
